Screening data deposited in PubChem BioAssay by several laboratories.
TCR CD3 inh: inhibitors of human TCR-CD3 interaction. inhibition, % at 9.4 µM. hit rate 0.37% among 360,000. AID 651800. TAMRA-labeled TCR probe fluorescence, biochemical; in the data active = inhibition above about 19%;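 note: recombinant mutant TCR 2C K166C tagged with TAMRA read by polarization; 0% = receptor in buffer alone and 100% = receptor with positive control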
rCAG binder: r(CAG) repeat RNA binding; AID 651821; inhibition, % at 3 µM; hit rate 1.3% among 370,000; TO-PRO-1 dye displacement fluorescence;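 active = inhibition above the plate cutoff, the mean of all test compounds on that plate plus 3 SD, cut at about 35% in these data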;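 note: 0% = DMSO alone and 100% = 100 µM mitoxantrone as full dye displacement; higher means more dye released from RNA so lower well fluorescence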
HTRA1 inhibitor: inhibitors of human serine peptidase HTRA1 | Q92743 | recombinant HTRA1, FP-rhodamine activity-based probe, fluorescence polarization | inhibition, % at 5.96 µM | hit rate 0.5% among 340,000 | AID 504803; in the data active = inhibition above about 36%;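 note: 0% = enzyme with DMSO and 100% = wells lacking enzyme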
PG9 Ab binder: PG9 antibody binding by small molecule; AID 624416; inhibition, % at 6.7 µM; hit rate 0.43% among 360,000; TR-FRET gp120-PG9 antibody binding; in the data active = inhibition above about 8.5%
PRMT1 inh: inhibitors of human PRMT1. hit rate 1.3% among 370,000. AID 652257. Q99873. recombinant PRMT1, activity-based probe fluorescence polarization. inhibition, % at 2.79 µM;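 active = inhibition above about 21% made by adding two undisclosed values, limit read from the data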
Target sequence (Q99873 whole entry, looked up): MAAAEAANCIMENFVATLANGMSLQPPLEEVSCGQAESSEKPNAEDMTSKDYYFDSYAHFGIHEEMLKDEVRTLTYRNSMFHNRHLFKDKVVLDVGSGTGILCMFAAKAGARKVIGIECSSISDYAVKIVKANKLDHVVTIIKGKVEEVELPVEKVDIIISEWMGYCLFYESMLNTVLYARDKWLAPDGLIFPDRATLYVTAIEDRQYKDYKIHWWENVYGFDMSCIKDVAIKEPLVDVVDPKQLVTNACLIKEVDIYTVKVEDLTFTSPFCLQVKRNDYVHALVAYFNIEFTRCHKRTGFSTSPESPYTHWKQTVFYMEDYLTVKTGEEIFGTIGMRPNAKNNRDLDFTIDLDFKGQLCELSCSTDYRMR
TDP2 inh: blocks human TDP2 phosphodiesterase activity; recombinant TDP2, T5PNP hydrolysis, p-nitrophenol absorbance 415 nm; AID 720702; hit rate 0.34% among 370,000; O95551; inhibition, % at 12.8 µM;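 active = inhibition above the mean of all tested compounds plus 3 SD, set per campaign, cut at about 25% in these data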;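 note: 0% = DMSO with enzyme and 100% = buffer with substrate but no TDP2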
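test system = human TDP2 enzyme | input = TDP2 enzyme at 120 nM final | medium = 50 mM Tris-HCl pH 7.5 with Mg2+, KCl, DTT, BSA | also added = T5PNP substrate, 5 mM | times = 2 h at 37 °C | technique = epi absorbance | benchmarks = high control without enzyme, low control DMSO plus TDP2 | replication = each compound tested once, singlicate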
SIAE primary: blocks human sialic acid acetylesterase; SIAE FP-Rh probe binding, fluorescence polarization; Q9HAT2; AID 1053197; inhibition, % at 9.66 µM; hit rate 0.69% among 370,000;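 active = inhibition above a cutoff: mean of compounds within the control limits plus 3 SD of those, cut at about 17% in these data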;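 note: 0% = plate median of compound wells and 100% = probe without SIAE protein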
mABHD4 FP: inhibits mouse alpha/beta hydrolase domain 4. Q8VD66. purified mABHD4, FP-Rh probe fluorescence polarization. inhibition, % at 8.92 µM. hit rate 0.54% among 370,000. AID 720543;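 active = inhibition exceeding the mean over every tested compound plus 3 SD, cut at about 30% in these data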;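 note: 0% = plate median of compound wells and 100% = S159A mutant with DMSO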
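Assay system: mABHD4 protein; medium: HEPES pH 7.0, NaCl, Pluronic buffer; dosing: 8.92 µM, single dose; schedule: 45 min + 60 min at 25 °C; signal: FP readout, ex 525 nm / em 598 nm; read-out: normalized percent inhibition of probe labeling; repeats: single replicate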
NR1D1 modulator: modulates human Rev-erb alpha binding to DNA | P20393 | Rev-erbα–FITC-DNA binding, fluorescence polarization, 90 min | activity, % at 10 µM | hit rate 0.79% among 370,000 | AID 1259318;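 active = activity above about 14%, limit read from the data; passing the limit was not always enough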;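 note: 0% = DMSO wells with 35 nM protein and 100% = DMSO wells with 750 nM protein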
Target sequence (P20393 whole entry, looked up): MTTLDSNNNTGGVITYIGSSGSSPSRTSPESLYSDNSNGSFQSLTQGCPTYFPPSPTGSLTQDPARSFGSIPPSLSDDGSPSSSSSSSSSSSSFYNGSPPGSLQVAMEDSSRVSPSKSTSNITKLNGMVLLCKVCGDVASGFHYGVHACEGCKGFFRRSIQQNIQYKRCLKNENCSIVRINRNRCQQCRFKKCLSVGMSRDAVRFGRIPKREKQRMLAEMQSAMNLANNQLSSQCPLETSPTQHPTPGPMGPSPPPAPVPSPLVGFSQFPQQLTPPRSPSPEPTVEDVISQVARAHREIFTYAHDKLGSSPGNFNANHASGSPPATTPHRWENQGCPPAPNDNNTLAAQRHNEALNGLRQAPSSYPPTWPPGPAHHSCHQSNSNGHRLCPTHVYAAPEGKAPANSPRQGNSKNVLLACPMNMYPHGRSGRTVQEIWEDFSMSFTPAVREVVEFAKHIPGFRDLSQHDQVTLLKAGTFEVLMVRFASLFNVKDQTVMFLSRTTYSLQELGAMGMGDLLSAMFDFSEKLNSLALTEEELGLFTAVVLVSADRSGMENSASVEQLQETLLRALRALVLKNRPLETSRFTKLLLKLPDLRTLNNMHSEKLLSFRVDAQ
LEDGF integ inh: blocks HIV-1 LEDGF/p75-dependent DNA integration; inhibition, % at 3.7 µM; hit rate 0.64% among 370,000; TR-FRET IN-LEDGF/p75 DNA integration, Eu/Cy5;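 active = inhibition above the screen-wide mean plus 3 SD, cut at about 13% in these data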;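 note: signal is the Cy5 over europium emission ratio at 671 and 618 nm; 0% = plate median of compound wells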
An asterisk follows results filed as active; x = not tested or not shown. This is a subset; the hit share may differ from the screen's.

Every second line gives: TCR CD3 inh, rCAG binder, HTRA1 inhibitor, PG9 Ab binder, PRMT1 inh, TDP2 inh, SIAE primary, mABHD4 FP, NR1D1 modulator, LEDGF integ inh
> Cc1cc2oc(=O)cc(CSc3nc(N)cc(N)n3)c2cc1C
    5, 6, -11, -2.3, 1, 5, -3, -6, 2, -4
> Cc1ccccc1-n1c(C)nnc1SCC(=O)NCC1CCCO1 (configuration not stated)
    2, -4, -7, 0.0, -2, 4, 10, 3, 1, 3
> Cc1ccc(C(C)c2c(C)c([N+](=O)[O-])cc(C)c2[N+](=O)[O-])cn1 (configuration not stated)
    0, -6, -10, -0.9, 1, 16, 3, 8, 2, -1
> COc1ccc(S(=O)(=O)N2CCCCCC2)cc1C(=O)NC1(C)CCS(=O)(=O)C1 (configuration not stated)
    -3, -1, 5, 0.4, -3, -13, -1, -8, 5, 4
> O=C(NCc1cccc(Cl)c1)c1ccco1
    -5, -1, -1, 0.5, -3, 1, 4, 4, -2, -3
> Cc1ccc(NC(=S)N2CCSC2c2cccs2)cc1 (configuration not stated)
    0, 1, 2, 1.0, 60*, 6, -2, -1, -5, -2
> CCc1c(C)c2ccc(OCC(=O)NCC3CCC(C(=O)O)CC3)cc2oc1=O (configuration not stated)
    -4, 1, 6, -0.2, 4, -2, 2, 4, 3, -4
> O=C(CSc1nnc(NC(=O)C2CCCCC2)s1)NCc1ccco1
    12, -1, -3, -1.0, -1, 4, 1, -2, -2, 1
> O=C(NCc1ccco1)Nc1ccc(Br)cc1Cl
    7, 0, -10, -4.1, -1, -9, -4, -4, -3, 1
> Cc1ccccc1Nc1nc(N)nc(COC(=O)CCC(=O)c2ccc(F)cc2)n1
    -6, 0, -1, 0.1, 3, -7, -7, 1, -2, -1
> COc1cc(Cl)c(C)cc1NC(=O)CNC(C)c1ccccc1OC (configuration not stated)
    -3, -7, -18, 0.0, -3, 2, 2, -10, 1, -1
> COc1ccc2c(c1)c(C(=O)N/N=C/c1cccs1)c(C)n2C
    5, 0, -5, -1.9, -2, 3, -4, -7, 7, 6
> CCOC(=O)c1sc(NC(=O)C2CC(=O)N(c3ccc4c(c3)OCCO4)C2)nc1C (configuration not stated)
    -9, 5, -8, 0.3, 2, 6, -4, -3, 3, -2
> CC1CCCCN1CCNC(=O)c1ccc2c(c1)N(Cc1ccccc1F)C(=O)c1ccccc1S2=O (configuration not stated)
    -2, -4, -2, 1.0, -4, 12, 4, -2, 0, 4
> CCCNC(=O)C(=O)NCc1ccccn1
    -1, 6, 1, 0.1, -1, -3, 0, 4, 7, 0

Later entries:
Every second line gives: TCR CD3 inh, rCAG binder, HTRA1 inhibitor, PG9 Ab binder, PRMT1 inh, TDP2 inh, SIAE primary, mABHD4 FP, NR1D1 modulator, LEDGF integ inh
> Cc1ccc(-c2nc(N/N=C/c3cccnc3)c3ccccc3n2)cc1
    -12, 2, -64, -0.5, 3, 3, -21, 4, 11, -1
> Cc1cccc(OCC2CCCN(Cc3nc(C4CC4)no3)C2)c1 (configuration not stated)
    7, -6, 1, -2.3, -2, 10, 5, -3, 4, 0
> Cn1c(SCC(=O)NCc2ccc3c(c2)OCO3)nc2c(c1=O)SCC2
    -2, -2, -2, 2.2, 0, 1, 5, -1, 0, -1
> Cc1cnn(-c2cc(N/N=C/c3cccc(F)c3)ncn2)c1
    -5, -1, 2, 1.7, 0, -3, 0, 3, -1, 2
> Cc1cc(=O)oc2cc(NC(=O)CCOc3ccccc3)ccc12
    -4, 3, -6, 5.2, 6, 5, -21, -7, 17, -8
> Nc1nc(Cl)cc(N2CCC(c3cc(-c4ccc(Cl)cc4)n[nH]3)CC2)n1
    -1, 2, -57, -1.1, 3, 2, -31, -26, 4, -3
> COc1cccc(CC(=O)N2CCC(n3nccc3NC(=O)C3CC3)CC2)c1
    10, -4, 12, -2.4, 0, -9, 7, 5, 4, -1
> CC(=O)Nc1ccc(NC(=O)c2ccc(CN3CCc4ccccc4C3)cc2)cc1
    -4, -3, -1, -1.1, -2, 5, 3, 2, 5, 2
> CC(=O)N(C(C)=O)N1C(=O)c2cccc3c(N4CCOCC4)ccc(c23)C1=O
    8, -25, 1, -5.5, 28*, -12, -1, -3, 17*, 0
> Cc1c(-c2nc(N)nc(Nc3ccc(F)cc3)n2)oc2ccccc12
    -3, 10, -43, -1.2, 0, -2, -16, -7, 7, 3
> Cc1cc(NC(=O)c2ccccc2C)n(-c2cccc(F)c2)n1
    -3, 2, -3, 0.5, 2, -2, -1, -7, 0, 3
> O=[N+]([O-])c1ccccc1S(=O)(=O)c1ccccc1
    -4, -1, 6, 0.3, -3, 9, 8, 5, -1, -4
> COc1ccc(S(=O)(=O)N2CCOCC2)cc1NC(=O)CN(C)CC(=O)Nc1cccc(F)c1
    1, 2, -2, 1.9, 2, 7, 2, 5, 0, -1
> CC(Sc1nc(N)cc(=O)[nH]1)C(=O)Nc1sc2c(c1C#N)CCCC2 (configuration not stated)
    1, 15, -9, -0.5, -3, 1, -1, -3, -3, -1
> O=C(c1ccco1)N1CCN(C(=O)c2cc(-c3ccccn3)nc3ccccc23)CC1
    -3, -1, -2, 0.1, 0, -6, 0, 0, -5, 0

Single records, from the list above. Values in the order: TCR CD3 inh	rCAG binder	HTRA1 inhibitor	PG9 Ab binder	PRMT1 inh	TDP2 inh	SIAE primary	mABHD4 FP	NR1D1 modulator	LEDGF integ inh
Cc1cc(=O)oc2cc(NC(=O)CCOc3ccccc3)ccc12 is entered as -4	3	-6	5.2	6	5	-21	-7	17	-8
Nc1nc(Cl)cc(N2CCC(c3cc(-c4ccc(Cl)cc4)n[nH]3)CC2)n1 is entered as -1	2	-57	-1.1	3	2	-31	-26	4	-3

New compounds follow:
Every second line gives: TCR CD3 inh, rCAG binder, HTRA1 inhibitor, PG9 Ab binder, PRMT1 inh, TDP2 inh, SIAE primary, mABHD4 FP, NR1D1 modulator, LEDGF integ inh
> CC(C)CNC(=O)c1ccccc1NC(=O)/C=C/c1cccc([N+](=O)[O-])c1
    8, -1, 3, -1.9, -6, 5, 7, 5, 1, -1
> O=C(C1CCN(c2ncnc3c2sc2cccc(F)c23)CC1)N1CCN(C(=O)C2CCCO2)CC1 (configuration not stated)
    x, 7, x, x, 2, 5, 6, 7, -5, -1
> COc1cc2c(cc1OC)CN(C(=O)CN1CCN(S(=O)(=O)c3ccc(C)c(C)c3)CC1)CC2
    3, -4, 3, -2.0, -1, 12, -2, 3, 3, -1
> CC12CCC(=O)C=C1CCC1C2C(O)CC2(C)C1CCC21OCC1=O (configuration not stated)
    0, 3, 1, 2.0, 4, -10, -10, -11, 7, -6
> COc1cc(/C=N/NC(=O)c2cc(-c3ccccc3)sc2N)cc(OC)c1OC
    4, 21, x, -5.2, 0, 3, 31*, 5, 12, 5
> N#Cc1c(N2CCCC2)nc(N)c2c(N)nc(N3CCCC3)cc12
    2, 32, 23, -6.9, 7, 9, -2, -2, -36, 1
> CCOC(=O)C1=C(C)NC(C)=C(C(=O)OCC)C1c1sccc1C
    0, -6, -3, -0.9, -2, 4, -2, -7, 5, 0
> S=C(Nc1ccc(Oc2ccc(NC(=S)NC3CCCCC3)cc2)cc1)NC1CCCCC1
    3, 19, -14, -0.6, -1, 10, -31, -54, 3, -3
> CC1Cc2ccccc2N1CC(=O)Nc1ccc2c(c1)OC(F)(F)O2 (configuration not stated)
    -4, 1, -3, 0.7, 4, 4, 1, -6, 1, -9
> C=CCn1c(CSCc2ccc(Cl)cc2)nnc1SCC(=O)NCc1ccccc1
    2, -5, -7, 0.3, 2, 0, 0, -7, 3, 0
> COC(=O)C1=C(C)NC(=O)C1(Nc1nccs1)C(F)(F)F (configuration not stated)
    -4, 1, 10, -1.3, -2, -3, -4, 0, -4, -4
> CCOC(=O)C(Cc1ccccc1)NC(=O)Cn1nnc(-c2ccccc2)n1 (configuration not stated)
    -9, 0, -2, 2.2, 3, 5, 0, -11, -2, 3
> O=C(COc1ccc(F)cc1)N(Cc1ccco1)C1CCS(=O)(=O)C1 (configuration not stated)
    -6, -2, -2, -0.3, 3, -3, 0, -5, -2, -4
> COc1ccc(S(=O)(=O)N2CCCCCC2)cc1C(=O)N(C)CCOc1ccc(Cl)cc1
    3, -4, -9, -0.8, -1, -3, -4, -3, -5, 1
> CCCN1CCC(=O)N(CCOc2ccccc2)CC1
    -2, -8, -2, -0.1, 2, -1, -2, 6, 4, -1

Further records follow.
Every second line gives: TCR CD3 inh, rCAG binder, HTRA1 inhibitor, PG9 Ab binder, PRMT1 inh, TDP2 inh, SIAE primary, mABHD4 FP, NR1D1 modulator, LEDGF integ inh
> C/C(=N/NC(=O)CNC(=O)COc1ccccc1)c1ccco1
    -2, 1, -2, -3.6, 3, -15, -8, -19, -3, -2
> Cc1cc(C)c([C@@H]2C[C@H]3CN(C4CCCC4)C(=O)[C@]34CCCN24)c(-n2cccn2)c1
    0, -13, 0, 0.3, 5, -11, 5, -1, 5, -1
> Cc1ccc(OCC(O)CN2CCOCC2)cc1 (configuration not stated)
    -2, -3, 4, 0.1, -4, 16, 1, 1, -1, 0
> O=C(OCC#CCSc1nnc(-c2ccccc2)o1)c1ccco1
    1, -5, -3, 0.0, 1, 4, -4, 3, 2, 0
> O=C(CN1C(=O)c2cccc3cccc1c23)NCc1ccc2c(c1)OCO2
    0, 4, -1, -4.1, 0, -16, -3, -13, -7, 11
> COc1ccc(S(=O)(=O)NCC2CCCO2)cc1NC(=O)c1ccccc1F (configuration not stated)
    -1, 0, 7, -0.9, 0, 6, 2, 5, 1, -9
> CC1c2ccsc2CCN1S(=O)(=O)c1cccs1 (configuration not stated)
    -1, -6, 11, -0.4, 2, -5, -2, 4, 5, -2
> CCOC(=O)c1ccc(NC(=O)c2nn(CC)cc2Br)cc1
    13, -3, -23, -1.7, -2, -5, 6, -4, 0, -3
> Cc1onc(NC(=O)NC(=O)c2ccccc2F)c1Br
    -4, -3, -5, 0.6, 2, -7, -1, -5, 1, -2
> CC1(C(=O)OCC(=O)NCc2ccc(Cl)cc2)CC1(Cl)Cl (configuration not stated)
    0, -1, 0, -1.2, -2, -4, 1, -27, -5, 1
> Cc1cc(NC(=O)/C=C/c2cccc(F)c2)n(-c2nc3ccccc3[nH]2)n1
    8, 8, -5, -2.7, 0, -6, 2, -8, -6, 1
